Bioassay records: PubChem BioAssay, MTDP
RNase H inhibition – RNase H inhibition, HIV 1 Gag Pol polyprotein, FRET biochemical assay, screening (AID 372) | HIV-1 RT RNase H, FRET RNA/DNA substrate fluorescence; higher % means a stronger effect | one-dose inhibition, % at 10 µM; IC50 in µM for titrated hits | 0.77% of 100,000 active; in the data active = inhibition above about 50%
* marks the source's active call; other numbers are inactive results. Not all compounds are listed, so the mix of outcomes need not match the whole.

SMILES	RNase H inhibition
COc1ccc(C2/C(=C(/O)c3ccccc3)C(=O)C(=O)N2c2ccccn2)c(OC)c1 (centres undefined)	13.0%
c1ccc(Oc2cccc(OCCOc3cccc4cccnc34)c2)cc1	42.0%
O=C(Nc1ccc(F)cc1)C(Cc1ccccc1)N1C(=O)c2cc(Cl)c(Cl)cc2C1=O (centres undefined)	0.0%
COC(=O)C1=C(C)NC2=C(C(=O)CC(C)(C)C2)C1c1ccc(SC)cc1 (centres undefined)	0.0%
O=[N+]([O-])c1cccc(CN2CCN(Cc3cccnc3)CC2)c1	22.0%
O=C(c1ccncc1)N1CCN(Cc2ccc(F)cc2)CC1	5.0%
O=C(NCc1ccc(Cl)cc1)C(=O)NC1CCCC1	15.0%
O=C(O)c1ccc(N2C(=O)CC(SC(=Nc3ccccc3)Nc3ccccc3)C2=O)cc1 (centres undefined)	14.0%
CCc1ccc(-c2csc(/C(C#N)=C/Nc3cccc(F)c3)n2)cc1	3.0%
O=C(NCc1cccnc1)c1cc2nc(-c3ccc(Cl)cc3)cc(C(F)(F)F)n2n1	15.0%
CCC1(C)CC(c2csc(N)n2)CCO1 (centres undefined)	1.0%
Cc1ccc(/C=N/NC(=O)c2cc(C3CC3)[nH]n2)cc1	7.0%
CCSCCOC(=O)C1=C(C)NC2=C(C(=O)CC(c3ccc(Cl)cc3)C2)C1c1ccccc1F (centres undefined)	17.0%
CN1C(=O)C(=O)/C(=C(/O)c2ccc(Br)cc2)C1c1ccc(I)cc1 (centres undefined)	4.0%
CCOC(=O)C(=O)Nc1ccc(C(N)=O)cc1	24.0%
N#Cc1c2nc[nH]c(=O)c2c2n1CCC2	1.0%
CCOc1ccc(NC(=S)NC(NC(=O)c2cc(OC)c(OC)c(OC)c2)C(Cl)(Cl)Cl)cc1 (centres undefined)	18.0%
C=C(C)CNC(=S)NNC(=O)CCn1c2ccccc2c2ccccc21	0.0%
Oc1ccc(-c2csc(-c3c[nH]c4ccccc34)n2)c(O)c1	43.0%
CCOC(=O)C1=C(C)N=c2s/c(=C\c3ccc(OCc4ccc([N+](=O)[O-])cc4)cc3)c(=O)n2C1c1ccc(OC)c(OC)c1 (centres undefined)	13.0%
Cc1ccc(-n2[nH]c(C)c(C=Nc3ccc(C)cc3[N+](=O)[O-])c2=O)cc1	3.0%
COc1cc(C)ccc1OCCCOc1ccc(Cl)cc1Br	30.0%
Cc1cc(Cl)ccc1OCC(O)CN1CCC(C)CC1 (centres undefined)	2.0%
O=C(/C=C/c1ccccc1)NNc1ccc([N+](=O)[O-])cc1	19.0%
CC(=O)Nc1ccccc1NC(=O)Cc1ccc([N+](=O)[O-])cc1	7.0%
Cc1cc(/C=C(\C#N)C(=O)Nc2ccc(F)cc2)c(C)n1-c1ccc2ccccc2c1	16.0%
COc1ccc(C2C3=C(CC(C)(C)CC3=O)Nc3ccccc3N2C(=O)c2ccc(F)cc2)cc1 (centres undefined)	12.0%
CCOC(=O)C1=C(C)NC(=S)NC1c1cc(C(C)C)c(OC)cc1C (centres undefined)	0.0%
Cc1ccc(C2=NN(C(=O)CCC(=O)O)C(c3ccccc3F)C2)cc1 (centres undefined)	0.0%
O=C(C1=C(O)C(=O)N(c2ccc(Cl)cc2)C1c1ccccc1F)c1nccs1 (centres undefined)	0.0%
CC(C)(C)NC(=O)CN1C(=O)/C(=C/c2ccccc2)SC1=S	0.0%
CS(=O)(=O)c1nnnn1-c1cccc2ccccc12	19.0%
O=C(Nc1cc(C(F)(F)F)ccc1N1CCOCC1)Nc1cccc2ccccc12	15.0%
O=[N+]([O-])c1cccc(/C=N/Nc2c(F)c(F)c(F)c(F)c2F)c1	16.0%
CCCn1c2ccccc2c2nnc(SCC(=O)N3c4ccccc4Sc4ccccc43)nc21	13.0%
O=[N+]([O-])c1cc2c(cc1C=Nc1cc(Cl)cc(Cl)c1)OCO2	5.0%
CCOc1ccc(N2C(=O)/C(=C/c3ccc(N4CCCCC4)o3)C(=O)NC2=S)cc1	6.0%
O=C(Nc1cccc(Cl)c1)c1ccc(NCCO)c([N+](=O)[O-])c1	16.0%
Cc1nc2c(C)cccc2c2c1CC(C)O2 (centres undefined)	5.0%
COc1ccc(C2C3=C(CC(C)(C)CC3=O)Nc3ccccc3N2C(=O)CC(C)C)cc1 (centres undefined)	3.0%
FC(F)(F)c1cc(-c2ccccc2)n[nH]1	12.0%
CC1(c2ccccc2)CC(C)(C)N(C(=O)c2ccc(Cl)cc2Cl)c2ccccc21 (centres undefined)	13.0%
CN(C)NC1S/C(=C/C(=O)O)C(=O)N1c1ccccc1 (centres undefined)	13.0%
CCc1nnc(NC(=O)CCc2ccc(OC)cc2)s1	0.0%
COc1ccc(C2=NN(c3cc(Cl)ccc3Cl)C(c3ccc(F)cc3)C2)cc1 (centres undefined)	20.0%
O=[N+]([O-])c1ccc(Sc2nccn2Cc2ccccc2)c([N+](=O)[O-])c1	7.0%
Cc1ccc(NC(=O)CSc2nnnn2-c2ccccc2)cc1F	11.0%
CC(C)C(=O)NS(=O)(=O)c1ccc(NC(=O)c2ccc(Cl)cc2)cc1	5.0%
O=C(Oc1ccc(Br)cc1C(=S)N1CCOCC1)c1ccc(Cl)cc1	0.0%
Cc1nn(C)c(C)c1NC(=O)c1ccnn1C	9.0%
COc1cccc(C(=O)NCC(=O)N/N=C/c2ccc(N(C)C)cc2)c1	7.0%
CC1(C)CC(=O)C(N=Nc2ccc3[nH]c(=O)[nH]c3c2)=C(O)C1	11.0%
O=C(Nc1nc2ccccc2s1)c1c(F)cccc1Cl	8.0%
O=C(Nc1ccc(Cl)c([N+](=O)[O-])c1)c1sc2ccccc2c1Cl	45.0%
O=C1C(=O)N(CCCO)C(c2cccc([N+](=O)[O-])c2)/C1=C(\O)c1ccccc1 (centres undefined)	12.0%
C=CCN1C(=O)/C(=C\c2c(OCC)ccc3ccccc23)C(=O)NC1=S	10.0%
CCCc1cc(=O)oc2c(C)c(OC(C)C(=O)OCC)ccc12 (centres undefined)	5.0%
N#Cc1cccc(NC(=O)Nc2ccc(Cl)cc2)c1	4.0%
Cc1nc(SCC(=O)c2ccc(F)cc2)n[nH]1	0.0%
Cc1cc(N2CCCCC2)nc(-c2ccc(Br)cc2)n1	8.0%
Next part.
SMILES	RNase H inhibition
Cc1ccc(OCCSc2nc3ccccc3[nH]2)cc1C	7.0%
CCC1CCCCN1Cc1c(C)[nH]c2ccccc2c1=O (centres undefined)	15.0%
Cc1cccc(-c2noc(-c3ccc(I)cc3)n2)c1	11.0%
Cc1ccccc1N=Nc1sc2ccccc2c1O	2.0%
Cc1oc2ccc(OS(C)(=O)=O)cc2c1C(=O)OC(C)C	0.0%
CC(NC(=O)CN(c1ccccc1)S(=O)(=O)c1ccccc1[N+](=O)[O-])c1ccccc1 (centres undefined)	1.0%
Brc1ccc(-c2csc(N3CCOCC3)n2)cc1	8.0%
COC(=O)c1ccc(/C=C2/SC(=S)N(CCC(=O)N3CCOCC3)C2=O)cc1	14.0%
CCCCCCCCCOc1ccc(C#CC(=O)O)cc1	27.0%
COc1cc(NC(=O)COc2ccc(Cl)cc2Br)c(OC)cc1Cl	47.0%
COc1c(Br)cc(Br)cc1/C=N\NC(=O)c1ccc([N+](=O)[O-])cc1	20.0%
CC1(C)CC(=O)C2=C(C1)c1c(ccc3ccccc13)NC2c1cc(Br)c(O)c(Br)c1 (centres undefined)	20.0%
O=C1N=C(N2CCN(C3=NC(=O)/C(=C/c4ccccc4O)S3)CC2)S/C1=C\c1ccccc1O	3.0%
Cn1c(/C=C/c2ccc(C(=O)c3ccccc3)o2)nc2ccccc21	6.0%
N#C/C(=C/Nc1ccccc1F)c1nc(-c2cc3ccccc3oc2=O)cs1	1.0%
Cc1nc2ccccc2n1C(=O)c1ccc([N+](=O)[O-])cc1	0.0%
CCC(=O)Oc1ccc2oc(=O)cc(C)c2c1	9.0%
COc1cc(/C=C2\SC(=O)NC2=O)cc(Cl)c1OCCOc1ccc(C)cc1C	42.0%
CCOC(=O)c1ccc(N2NC(=O)/C(=C/c3cc(Br)cc(Br)c3OCC)C2=O)cc1	14.0%
Cc1ccc(OCC(=O)O/N=C(\N)c2ccncc2)c(C)c1	0.0%
Cc1ccc(C(C)C)c(OCC(=O)NNC(=O)c2ccc(Cl)cc2)c1	4.0%
CCOc1ccc(NC(=S)NC(=O)COc2ccccc2)cc1	7.0%
COc1ccc(OC)c(N(CC(=O)O)S(C)(=O)=O)c1	6.0%
CN1CCN(c2ccc(/C=C3\NC(=S)NC3=O)cc2[N+](=O)[O-])CC1	12.0%
COc1ccc(OC)c(/C=C/C(=O)c2cccs2)c1	8.0%
CC(=O)NC1=NC(=O)/C(=C\c2cn(C)c3ccccc23)S1	4.0%
O=C(O)C1CCC(c2ccc(-c3ccccc3)cc2)CC1 (centres undefined)	3.0%
COc1cc(/C=C2/C(=O)NC(=O)N(c3ccc(C(C)C)cc3)C2=O)ccc1O	6.0%
COc1ccccc1NC(=O)/C=C/c1ccc(C)o1	4.0%
O=C1NC(=S)NC(=O)C1=Cc1cc(Cl)c(O)c(Cl)c1	13.0%

In the list so far, 9 have bromine:
SMILES	RNase H inhibition
CN1C(=O)C(=O)/C(=C(/O)c2ccc(Br)cc2)C1c1ccc(I)cc1 (centres undefined)	4.0%
COc1cc(C)ccc1OCCCOc1ccc(Cl)cc1Br	30.0%
O=C(Oc1ccc(Br)cc1C(=S)N1CCOCC1)c1ccc(Cl)cc1	0.0%
Cc1cc(N2CCCCC2)nc(-c2ccc(Br)cc2)n1	8.0%
Brc1ccc(-c2csc(N3CCOCC3)n2)cc1	8.0%
COc1cc(NC(=O)COc2ccc(Cl)cc2Br)c(OC)cc1Cl	47.0%
COc1c(Br)cc(Br)cc1/C=N\NC(=O)c1ccc([N+](=O)[O-])cc1	20.0%
CC1(C)CC(=O)C2=C(C1)c1c(ccc3ccccc13)NC2c1cc(Br)c(O)c(Br)c1 (centres undefined)	20.0%
CCOC(=O)c1ccc(N2NC(=O)/C(=C/c3cc(Br)cc(Br)c3OCC)C2=O)cc1	14.0%

(list continues)
SMILES	RNase H inhibition
S=C(NCc1ccccc1)N/N=C/c1cccs1	33.0%
Cc1cc(OCC(=O)Nc2ncc(S(=O)(=O)c3ccc([N+](=O)[O-])cc3)s2)ccc1Cl	13.0%
O=C(Nc1cccc2nsnc12)c1ccco1	13.0%
O=C(COc1ccc([N+](=O)[O-])cc1)Nc1ccc2oc(-c3cccc(Cl)c3)nc2c1	9.0%
O=C1C(Cl)=C(Cl)C(=O)N1c1ccc(Cl)cc1	0.0%
COc1ccc(N2C(=O)C(Cl)=C(Nc3cccc(OC)c3)C2=O)cc1	0.0%
O=C(c1ccc([N+](=O)[O-])cc1)n1c2c(c3ccccc31)CCCC2	7.0%
CCOC(=O)C(CCOCCOc1c(C)cc(Cl)cc1Cl)C(=O)OCC	11.0%
CC1=C(C(=O)OCCOc2ccccc2)C(c2cc3c(cc2Br)OCO3)NC(=O)N1 (centres undefined)	10.0%
CCOC(=O)C(C#N)C1(c2ccc(C)cc2)CCOC(C)(C)C1 (centres undefined)	4.0%
COC(=O)c1cc(S(=O)(=O)Nc2ccc(Br)cc2)ccc1Cl	1.0%
O=C(c1ccc(Br)cc1)c1cc(Cl)ccc1NCc1ccccc1	9.0%
O=C1c2ccc(Oc3ccc4c(c3)C(=O)N(c3ccncc3)C4=O)cc2C(=O)N1c1ccncc1	2.0%
COc1cc(Br)c(/C=C2\C(=O)N(c3ccc(S(N)(=O)=O)cc3)N=C2C)cc1OC	24.0%
O=[N+]([O-])c1ccc(Sc2c(-c3ccccc3)nc3sccn23)cc1	23.0%

At a glance, some entries already given.
SMILES	RNase H inhibition
S=C(NCc1ccccc1)N/N=C/c1cccs1	33.0%
Cc1cc(OCC(=O)Nc2ncc(S(=O)(=O)c3ccc([N+](=O)[O-])cc3)s2)ccc1Cl	13.0%
O=C(Nc1cccc2nsnc12)c1ccco1	13.0%
O=C(COc1ccc([N+](=O)[O-])cc1)Nc1ccc2oc(-c3cccc(Cl)c3)nc2c1	9.0%

(continued)
SMILES	RNase H inhibition
COc1ccccc1C(=O)NC(=S)Nc1ccc2oc(-c3ccccc3C)nc2c1	6.0%
CCc1cc(C)cc(OCCOc2cccc(/C=C3/SC(=S)N(C)C3=O)c2)c1	5.0%
COc1ccc(CC(=O)NCc2ccccc2Cl)cc1OC	5.0%
CCOc1cc(C2C(C(=O)OC(C)CC)=C(C)NC3=C2C(=O)CC(c2ccc(OC)cc2)C3)cc(Br)c1O (centres undefined)	8.0%
CCCOc1ccc(/C=N/NS(=O)(=O)c2ccc3ccccc3c2)cc1OC	15.0%
O=C1C(=O)N(c2ccc(Cl)cc2)C(c2ccc(Br)cc2)/C1=C(/O)c1ccccc1 (centres undefined)	11.0%
CCOC(=O)C1=C(C)N=C2SCC(=O)N2C1c1ccc(O)cc1 (centres undefined)	0.0%
O=S(=O)(c1ccc(Br)c2ccccc12)N1CCCc2ccccc21	32.0%
Cc1cc(/C=C2/NC(=O)NC2=O)c(C)n1-c1cccc(Cl)c1	32.0%
CCOc1ccccc1C=Nc1cccc([N+](=O)[O-])c1C	9.0%
CCC(=O)Nc1ccc2c(c1)C(=O)N(C)C2=O	0.0%
CCc1cccc(C)c1NC(=O)/C=C/c1ccc(F)cc1	0.0%
O=C(Nc1ccccn1)C(O)c1ccccc1 (centres undefined)	0.0%
Cc1ccc(S(=O)(=O)N(CC(=O)N2CCC(Cc3ccccc3)CC2)c2ccccc2C)cc1	21.0%
CSc1ccc(CN2CCN(C(=O)c3cccc(F)c3)CC2)cc1	5.0%
COC(=O)c1c(NC(=O)c2ccccc2C)sc2c1CCC(C)C2 (centres undefined)	12.0%
CC(=O)NS(=O)(=O)c1ccc(NC(=O)/C=C/c2ccc(F)cc2)cc1	0.0%
Cc1cc(C(=O)Nc2cc(C(=O)O)cc(C(=O)O)c2)ccc1[N+](=O)[O-]	8.0%
CCOC(=O)/C(C#N)=C/c1ccc(-c2cccc(C(=O)O)c2)o1	0.0%
CS(=O)(=O)N1CCN(c2ccc([N+](=O)[O-])c(N3CCCCC3)c2)CC1	4.0%
CCOC(=O)c1cc(-c2ccc(I)cc2)nc2ccccc12	15.0%
O=C(O)/C=C\C(=O)NCCNC(=S)Nc1ccccc1	0.0%
CCc1ccc(C(=O)/C=C/c2ccccn2)cc1	1.0%
